# High-throughput results as filed in PubChem.
# mcGAS lum: cyclic GMP-AMP synthase inhibitors, mouse, primary biochemical chemiluminescence; Q8C6L5; recombinant cGAS, Kinase-Glo ATP depletion luminescence; inhibition, % at 12.5 µM; hit rate 0.15% among 160,000;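 further: 0% = negative control wells and 100% = reference inhibitor with no enzyme activity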
# NPYLR7 ag: agonists of mosquito NPYLR7 receptor, primary screen, cell-based, Aedes aegypti, calcium fluorescence, mosquito biting behavior. hit rate 0.15% among 270,000. Aedes aegypti neuropeptide Y-like receptor 7 (NPYLR7). HEK293T NPYLR7/Galpha15, GCaMP6s calcium fluorescence. activation, % at 10 µM; in the data active means activation above about 40%;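 further: 0% = vehicle and 100% = reference agonist at the receptor; some compounds past the cut are filed as inactive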
# hcGAS lum: Primary biochemical luminescence assay for human cyclic GMP-AMP synthase inhibitors; hit rate 0.081% among 290,000; recombinant h-cGAS, ATP depletion, Kinase-Glo luminescence; inhibition, % at 12.5 µM; AID 1259398, 2018; Q8N884;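 further: 0% = vehicle reaction and 100% = reaction without DNA for no activity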
# Target sequence (Q8N884 whole entry, looked up): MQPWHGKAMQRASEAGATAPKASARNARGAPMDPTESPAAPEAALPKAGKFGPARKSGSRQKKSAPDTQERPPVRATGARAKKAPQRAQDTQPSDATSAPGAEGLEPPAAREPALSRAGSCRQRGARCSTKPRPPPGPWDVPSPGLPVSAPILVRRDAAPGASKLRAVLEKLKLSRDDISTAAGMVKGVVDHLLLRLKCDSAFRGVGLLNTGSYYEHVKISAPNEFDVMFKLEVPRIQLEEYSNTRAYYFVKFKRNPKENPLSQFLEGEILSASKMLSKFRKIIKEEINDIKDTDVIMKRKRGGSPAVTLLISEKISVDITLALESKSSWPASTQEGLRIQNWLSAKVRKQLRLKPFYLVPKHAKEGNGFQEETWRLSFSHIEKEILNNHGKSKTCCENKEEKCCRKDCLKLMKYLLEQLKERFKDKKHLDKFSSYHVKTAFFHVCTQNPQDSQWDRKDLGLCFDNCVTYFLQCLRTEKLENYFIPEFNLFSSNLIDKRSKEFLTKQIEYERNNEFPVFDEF
# An asterisk follows results filed as active; · = not tested or not shown; & = joins results of further samples. Unless noted, no stated cut-off is given here; in the data, active means inhibition above about 40%; inactive means the rest.
mol	NPYLR7 ag	hcGAS lum	mcGAS lum
CCOc1ccccc1N1CCN(C(=O)c2cc(-c3ccc(F)cc3)nc3cc(-c4ccccc4)nn23)CC1	16.9&-10.2	-0.3&-4.4	-4.6&-4.4
Cn1c(N)c(-c2nc(C3CCCC3)c(C(=O)c3cc(F)ccc3F)s2)c(=O)n(C)c1=O	-0.3	-3.1	·
Cc1cc(Nc2ccc3c(n2)C(=O)N([C@H](C)C(=O)N[C@H](C)c2ccccc2)C3)n(C)n1	6.6	-9.2	·
CC(C)c1nc2cc(NC(=O)CN3CCCCCCC3=O)ccc2o1	-1.8	0.1	·
CC(C)(NC(=O)c1cccs1)C(=O)N1CCCC(c2ccn[nH]2)C1 (stereo not drawn)	·	-9.3	-11.9
COc1ccc(-n2nc(-c3cccs3)cc2C(=O)N2CCC(C(N)=O)CC2)cc1	-7.2	-6.2	-2.4
Cc1[nH]c2ccccc2c1CC(=O)N1CCN2C(=O)CN(C)C(=O)C2C1 (stereo not drawn)	3.9	-5.1	·
NC(=O)CCN(C(=O)COc1ccccc1Cl)c1ccccc1	4.5	-6.6	·

# More results follow.
mol	NPYLR7 ag	hcGAS lum	mcGAS lum
Cc1noc(C(C)NC(=O)Nc2ccccc2C(C)(C)C)n1 (stereo not drawn)	5.7	-13.3	·
O=C(CN(CC1CCCO1)C(=O)COCc1ccccc1)N(Cc1ccccc1)Cc1ccco1 (stereo not drawn)	-4.7	2.7	-1.9
CCCNCC(=O)NCC(=O)Nc1ccccc1	21.1	-3.7	·
CC(C)NC(=O)N1CCc2nc(Nc3ccc(C(C)C)cc3)ncc2C1	-3.3	-6.0	-2.1
Cc1nn(C)c(Cl)c1CN(C)Cc1noc(CC(C)C)n1	-3.3	-9.3	·
COc1ccc(C(=O)CSc2nnc(NC(=O)COCc3ccccc3)s2)cc1	14.4	-6.2	-6.3
CC1(C(=O)NCc2ccccc2Br)CCN1Cc1ccc(-c2ccccn2)cc1 (stereo not drawn)	-7.7	-14.6	·
CCO[C@H]1COC[C@@H]1NC1CCN(c2cccc(C)c2C)CC1	27.1	-2.6	-16.9

# Going on with the list:
mol	NPYLR7 ag	hcGAS lum	mcGAS lum
CN(C(=O)COC(=O)c1ccc2c(c1)C(=O)N(Cc1ccco1)C2=O)c1ccccc1	-4.2	-4.9	·
CCOC(=O)N1CCN(C(=O)c2csc(CSc3nnc(-c4ccco4)n3-c3ccc(Cl)c(Cl)c3)n2)CC1	10.1	-5.5	-5.8
CC1(c2ccccc2)CC1Nc1ccc(S(C)(=O)=O)cc1S(C)(=O)=O (stereo not drawn)	-3.3	-7.1	-14.1
Cc1ncsc1CCC(=O)NCc1cn[nH]c1-c1ccc(F)cc1	11.5	-5.8	·
CC(NC(=S)NCCN1CCOCC1)C1CC2CCC1C2 (stereo not drawn)	3.7	0.8	·
O=C(c1cccc(SC(F)F)c1)N1CCC(n2c(=O)[nH]c3ccccc32)CC1	-18.0	-2.1	·
Cn1cncc1-c1cc(NCc2cccnc2)nc2[nH]ccc12	3.8	-4.1	·
CC1CCCCN1C(=O)C(NC(=O)c1ccccc1)C1CCN(C(=O)NC(C)(C)C)CC1 (stereo not drawn)	-8.0	1.4	-0.3

# Other compounds
mol	NPYLR7 ag	hcGAS lum	mcGAS lum
CCN(CC)C(=O)CSc1ncc[nH]1	15.6	-8.1	·
COCc1cc(=O)c2c(C)nn(-c3ccccc3C(F)(F)F)c2[nH]1	7.1	-6.2	-7.5
CS(=O)(=O)N1CCCC(C(=O)N(C2CC2)C2CCc3ccccc32)C1 (stereo not drawn)	-0.3	-6.1	·
O=C1CCC2(CCN1)CCN(c1ccc(-c3ccccc3)nn1)CC2	19.5	-9.8	-19.8
COc1ccc(C)cc1S(=O)(=O)N1CCN(C)CC1c1ccccc1 (stereo not drawn)	1.7	-11.6	·
O=C(CNc1ccc2c(c1)OC(F)(F)O2)N1CCc2sccc2C1	3.8	-8.7	·
CCOC(=O)C1(Cc2ccc(OC)cc2)CCN(C(=O)CSC)CC1	20.1	-9.7	·
CC(C(=O)N1c2ccccc2CC1C)N1C(=O)NC2(CCCc3sccc32)C1=O (stereo not drawn)	-2.4	-3.6	·

# Remaining list, next part
mol	NPYLR7 ag	hcGAS lum	mcGAS lum
O=C(Nc1ccc(-c2ccccc2)nn1)C1CCCO1 (stereo not drawn)	2.7	-21.1	·
Cc1ccc(-n2cccn2)c(CN2CCN(C)C(CCO)C2)c1 (stereo not drawn)	7.4	-3.2	-1.3
Cc1ccccc1NC(=O)CSc1nc2[nH]ncc2c(=O)[nH]1	-3.2	-4.7	·
CCN1C(=O)NC(c2ccsc2)C2=C1CN(CC(=O)N1CCN(c3cccc(C(F)(F)F)c3)CC1)C2=O (stereo not drawn)	-0.9	0.4	1.2
CCC(C)(NCC(=O)N1CCNC(=O)C1)c1nccs1 (stereo not drawn)	0.2	3.6	·
O=C(NC1CCN(c2ccccc2C(=O)NCCN2CCCCC2)CC1)c1ccccc1F	-0.8	-3.0	-4.3
Cc1cc(N2CCN(Cc3noc(C)n3)CC2)nc(-c2cccnc2)n1	1.1	-3.5	·
CC1CCCN(C(=O)CCc2nc3cc(S(=O)(=O)N4CCCCC4)ccc3n2C)C1 (stereo not drawn)	9.9	-7.6	-7.6

# No new results follow: 3 of the compounds above.
mol	NPYLR7 ag	hcGAS lum	mcGAS lum
CCC(C)(NCC(=O)N1CCNC(=O)C1)c1nccs1 (stereo not drawn)	0.2	3.6	·
O=C(NC1CCN(c2ccccc2C(=O)NCCN2CCCCC2)CC1)c1ccccc1F	-0.8	-3.0	-4.3
Cc1cc(N2CCN(Cc3noc(C)n3)CC2)nc(-c2cccnc2)n1	1.1	-3.5	·

# Next results:
mol	NPYLR7 ag	hcGAS lum	mcGAS lum
O=C(CN(CCc1ccccc1)S(=O)(=O)c1cc(Cl)ccc1Cl)NCC1CCCO1 (stereo not drawn)	-5.9	5.8	·
Cc1nn(-c2ccccc2)cc1CCCN	-1.3	-3.9	-4.8
CCOCCCN(CC(=O)N(Cc1ccc2c(c1)OCO2)Cc1ccco1)C(=O)COCc1ccccc1	-3.6	-3.9	-5.8
O=C(CN1C(=O)NC2(CCCCC2)C1=O)Nc1cc(F)cc(F)c1	-0.5	-3.2	·
CCOc1ccc(-c2ccc(OCCNS(=O)(=O)c3ccc(C)c(C)c3)nn2)cc1	0.6	-5.6	-0.9
CC1CC2CCCCC2N1CC(=O)Nc1cccc(C(=O)N(C)C)c1 (stereo not drawn)	3.9	-0.6	-5.6
CC1(C)CC(NC(=O)C23CCC(C)(c4nc5ccccc5nc42)C3(C)C)CC(C)(C)N1 (stereo not drawn)	-1.3	-5.6	·
CCN(CC)S(=O)(=O)c1ccc(Oc2ccccc2)c(NC(=O)COc2ccccc2)c1	3.5	-4.9	-2.1

# (list continues)
mol	NPYLR7 ag	hcGAS lum	mcGAS lum
CCSc1nc(CC(=O)NCc2csc3c2CCCC3)cs1	-0.4	-4.7	0.6
CC(=O)Nc1ccc(N=Cc2nc(-c3ccccc3)oc2O)cc1	-3.9	0.1	-2.7
COc1cc(CNS(=O)(=O)c2cc(C)ccc2F)ccn1	-0.1	-14.3	·
O=C(Cn1nc(-c2ccco2)c2sc(N3CCCCC3)nc2c1=O)c1ccccc1	-1.4	-4.8	-10.1
COCC(C)NC(=O)c1c(O)nc2c(C)cccn2c1=O (stereo not drawn)	-1.5	-12.4	-9.6
Cc1cccc(-n2c(SCc3ccc(C(=O)NCc4ccncc4)cc3)nnc2-c2cccs2)c1	15.2	-11.9	-5.7
CNC(=O)Cc1noc(-c2cc3c(s2)CCCCCC3)n1	5.0&1.5	-8.8&-13.5	-16.0
O=C(COc1ccccc1F)Nc1n[nH]c(-c2ccc(F)cc2)n1	9.3	-10.3	·

# Carrying on.
mol	NPYLR7 ag	hcGAS lum	mcGAS lum
Cc1cccc(C(=O)NCCCn2nc(-c3ccc(Cl)cc3)ccc2=O)c1	0.4	-0.1	·
CCn1nc(C(=O)N=c2sc3cc(OC)ccc3n2CCSC)cc1C	0.0	0.4	·
Cc1ccc2nc(C3CCCN3Cc3cc(=O)n4cccc(O)c4n3)[nH]c2c1 (stereo not drawn)	4.6	22.0	2.1
CCn1cc(NC(=O)N(CCO)Cc2ccccc2)c2ccccc21	0.1	-6.7	-9.1
COc1ccc(-c2cc(C(=O)NCc3ccccc3)n(-c3ccc([N+](=O)[O-])cc3)n2)c(OC)c1	25.1	-2.6	-5.6
CCOC(=O)Cc1ncccc1C(=O)NC1CCCC(C)C1 (stereo not drawn)	2.1	-9.9	·
CN(Cc1ccsc1)C(=O)c1ccccc1Oc1ccccc1	-0.1	1.7	·
CCOCCCn1c(SCc2ccccc2Cl)nc2cc(S(=O)(=O)N3CCCC(C)C3)ccc21 (stereo not drawn)	16.0	-10.8	-4.2

# New compounds follow.
mol	NPYLR7 ag	hcGAS lum	mcGAS lum
Cc1ccccc1-c1cccc(-c2nccn2CCO)c1	-0.9	0.9	-0.5
COc1cccc(NC(=O)COc2ccc(F)cc2Cl)c1	-15.8	-5.0	·
CCOc1ccc(S(=O)(=O)Nc2ccc(Cl)cc2C)cc1OCC	-5.7	-5.5	-9.2
COc1cc(Br)c(OC)c(C(=O)Nc2ccc(SC)cc2)c1	1.3	1.3	·
N#CC1COCCN1C(=O)c1cc(-n2cccn2)ccn1 (stereo not drawn)	3.3	-8.7	·
CN(Cc1cnc(N2CCOCC2)s1)Cc1ccnc2ccccc12	6.5	-6.0	·
O=C1NC(=O)C(Cc2ccccc2)(Cc2ccccc2)N1	3.2	-5.4	·
CC(C)(NC(=O)CCCNC(=O)c1ccc(F)cc1)c1ccc(F)c(F)c1	3.5	-5.8	·

# Further compounds follow:
mol	NPYLR7 ag	hcGAS lum	mcGAS lum
Cc1nn(-c2ccccc2)c(C)c1-c1ccnc(NCCC2CCCN2C)n1 (stereo not drawn)	4.7	-1.7	·
COc1ccc(-c2cc(C(=O)N3CCN(c4ccc([N+](=O)[O-])cc4)CC3)n3nc(C(C)(C)C)cc3n2)cc1	-9.2&19.6	-9.2&-1.9	-5.9&-5.1
Cc1ccc(S(=O)(=O)NC2CCSc3ccc(Cl)cc32)cc1C (stereo not drawn)	-3.9	-0.3	·
COC(=O)C1CN(C(=O)NC(C)c2cc(C)ccc2C)CCO1 (stereo not drawn)	13.1	3.1	·
CCCC(=O)Nc1ccc(CC(=O)NCc2ccc3nonc3c2)cc1	-0.7	-0.8	-1.5
CCn1c(CCC(N)=O)n[nH]c1=S	7.8	-6.0	·
C=CCn1c(SCc2ccccc2OC)nnc1-c1cccc(C)c1	·	-3.9	-4.5
Cc1cccc(CSc2nc(=O)n(Cc3ccncc3)c3c2CCC3)c1	-5.2	-6.5	-10.0

# (more compounds)
mol	NPYLR7 ag	hcGAS lum	mcGAS lum
O=C1NCC2(CCCN(C(=O)CCn3cc(Cl)cn3)CC2)O1 (stereo not drawn)	27.0	-0.9	-18.9
Cn1cncc1C(=O)N1CC(CO)C2(CCNCC2)C1 (stereo not drawn)	·	-4.9	-2.7
O=C(Cn1cc(Cl)cn1)N1CCn2nc(C(=O)N3CCCC3)cc2C1	-1.6	-5.4	-10.9
CCc1nnsc1C(=O)OCc1ccc(C#N)cc1	7.0	-6.6	·
Cn1cc(C2CCCN2C(=O)c2ccc(N3CCCC3)nn2)cn1 (stereo not drawn)	1.6	-7.1	·
CCCCNC(=O)c1sc2nc(-c3cccc([N+](=O)[O-])c3)cn2c1C	-1.7	3.1	-1.8
Cc1cc(N2CCN(Cc3cc4n(n3)CCNC4)CC2)n2ncnc2n1	5.5	0.1	-13.1
Cc1cc(C(=O)NCc2cc(N(C)C)nc3ccccc23)no1	0.1	-2.2	·

# Further compounds:
mol	NPYLR7 ag	hcGAS lum	mcGAS lum
CCOc1ccc(NC(=O)CSc2nc(=O)n(CCN3CCOCC3)c3c2CCCC3)cc1	-0.7	-8.5	-7.2
Cc1ccc(C(=O)N2CCN(c3nc(CCc4ccccc4)nc4sc(C)c(C)c34)CC2)cc1[N+](=O)[O-]	-10.5	-6.4	-4.3
COCc1ccc(CN2CCCC(CO)(Cc3ccccc3C)C2)o1 (stereo not drawn)	-2.6	-0.9	-0.1
C=CCSc1nnc2[nH]c(=O)cc(N)n12	0.8	-5.5	·
O=C(CC12CC3CC(CC(C3)C1)C2)NNC(=O)c1cnccn1	-3.1	-6.6	·
CC(=O)[C@H]1CC[C@H]2[C@@H]3CC=C4C[C@@H](O)CC[C@]4(C)[C@H]3CC[C@]12C	-4.4	-5.5	·
CCN(CC)Cc1ccc(C(=O)O)o1	2.6	-6.2	·
c1ccc(-c2nnc(CN3CCCC3c3ccccn3)o2)cc1 (stereo not drawn)	-3.9	0.1	·

# Arranged by number of heavy atoms (descending): some entries from above
mol	NPYLR7 ag	hcGAS lum	mcGAS lum
O=C(CN(CCc1ccccc1)S(=O)(=O)c1cc(Cl)ccc1Cl)NCC1CCCO1 (stereo not drawn)	-5.9	5.8	·
O=C(CNc1ccc2c(c1)OC(F)(F)O2)N1CCc2sccc2C1	3.8	-8.7	·
C=CCSc1nnc2[nH]c(=O)cc(N)n12	0.8	-5.5	·

# Next entries.
mol	NPYLR7 ag	hcGAS lum	mcGAS lum
COc1ccc(C2=NC(=CC3=Cc4ccccc4OC3)C(=O)O2)cc1OC	-4.3	2.2	·
Cc1ccc(F)cc1C(=O)NCCN1CCC(CO)CC1	3.1	-7.6	-17.4
CCCC(=O)Nc1ccc(Nc2nc(C)cc(N3CCOCC3)n2)cc1	13.4	-8.2	·
COc1ccc(N2C(=O)CSC2c2ccc(NC(=O)c3cc(C(F)(F)F)cc(C(F)(F)F)c3)cc2)cc1 (stereo not drawn)	3.2	-9.8	-4.7
COCCCN(Cc1cccn1Cc1cccc(F)c1)CC(O)COC (stereo not drawn)	1.5	-5.7	-8.4
